# Screens as filed in PubChem.
# DT40 TDP1 no CPT – qHTS for Inhibitors of human tyrosyl-DNA phosphodiesterase 1 (TDP1): qHTS in cells in absence of CPT | DT40 Tdp1-/- hTDP1 cells, no CPT, ATP luminescence, 48 h | Potency, µM (highest dose often 46.2 µM), without a hit: at the top dose activity change, negative = growth inhibition, usual class: inhibitors | 420,000 compounds, 15% hits | AID 686978, 2013; note: nearly all actives have a fitted effect of over 55% in size
#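 Growth of hTDP1-complemented DT40 Tdp1-knockout cells is measured by ATP luminescence after at least 48 hr compound exposure at 37 °C, with DMSO substituting for the 20 nM CPT used in the parallel screen.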
# TDP1 inh – inhibitors of human tyrosyl-DNA phosphodiesterase TDP1; recombinant TDP1, AlphaScreen DNA substrate cleavage; Potency, µM (highest dose often 130 µM), for inactives: top-dose activity change, negative = inhibition, most hits filed as inhibitors; Q9NUW8; 350,000 compounds, 0.28% hits; AID 485290; note: nearly all actives have a fitted effect of over 40% in size
# Target sequence (Q9NUW8 whole entry, looked up): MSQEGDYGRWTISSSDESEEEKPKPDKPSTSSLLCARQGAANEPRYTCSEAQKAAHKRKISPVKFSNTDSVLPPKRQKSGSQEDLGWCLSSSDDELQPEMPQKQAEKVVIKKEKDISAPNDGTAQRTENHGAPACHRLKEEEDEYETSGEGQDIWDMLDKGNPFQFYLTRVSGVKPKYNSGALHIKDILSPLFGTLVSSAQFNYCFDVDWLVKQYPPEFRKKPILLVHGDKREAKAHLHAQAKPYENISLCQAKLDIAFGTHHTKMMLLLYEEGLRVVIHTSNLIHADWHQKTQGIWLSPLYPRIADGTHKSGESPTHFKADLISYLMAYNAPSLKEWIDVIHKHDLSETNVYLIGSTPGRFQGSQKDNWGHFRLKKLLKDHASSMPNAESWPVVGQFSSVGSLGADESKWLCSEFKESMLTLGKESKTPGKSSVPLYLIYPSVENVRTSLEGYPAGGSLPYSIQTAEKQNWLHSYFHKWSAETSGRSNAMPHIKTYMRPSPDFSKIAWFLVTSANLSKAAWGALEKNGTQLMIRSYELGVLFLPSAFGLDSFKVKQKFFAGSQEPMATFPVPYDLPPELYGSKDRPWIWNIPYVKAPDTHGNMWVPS
#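 Recombinant human Tdp1 (E. coli-expressed, 1 nM final) preincubated with compounds 15 min at room temperature, then 5'-biotin/3'-phosphotyrosine-FITC DNA substrate (15 nM final) added for 5 min. AlphaScreen beads (10 ug/ml final) added 10 min; cleavage lowers signal.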
# DT40 TDP1 CPT – growth inhibition of DT40 Tdp1-/-;hTDP1 cells with camptothecin (screen for TDP1 inhibitors); chicken DT40 Tdp1-/-;hTDP1 cells + 20 nM CPT, ATP luminescence, 48 h; 420,000 compounds, 12% hits; Potency, µM (titrated, usually from 46.2 µM), for the others: at the top dose activity change, negative = growth inhibition, usual class: inhibitors; AID 686979; note: nearly all actives have a fitted effect of over 55% in size
#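 Chicken DT40 Tdp1-/- cells complemented with human TDP1, 400 cells/well, exposed to compounds plus 20 nM camptothecin for at least 48 h at 37 C; viability read as ATP content by CellTiter-Glo luminescence.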
# An asterisk follows results filed as active; u = inconclusive; x = no result given; & = joins results of further samples; [ ] = remark or other dose. Calls come from the whole dose curve; as a rule, active = well fitted curve in the direction sought with a large enough effect; inconclusive = small, poorly fitted or top-dose-only effect, or another doubt; inactive = no such curve, though single readings can be large; an effect the other way counts as inactive or inconclusive. % is set by controls: 0 for no effect and ±100 for the full control effect; potency is the fitted concentration of half-maximal effect.
mol	DT40 TDP1 no CPT	TDP1 inh	DT40 TDP1 CPT
Cc1cc(C)c2c3c(sc2n1)C(c1cccc(F)c1)C(C#N)=C(N)O3 (stereo not given)	16.4µM*	8.5%	u
CCN1CCN(C(=O)c2ccc(Sc3ccccc3Cl)c([N+](=O)[O-])c2)CC1	u	5.3%	u
CN(Cc1ccccc1)C(=O)c1csc([C@@H]2O[C@H](CO)[C@@H](O)[C@H]2O)n1	-3.2%	x	-25.4%
Cc1ccc(S(=O)(=O)N2CCC(C(=O)NCc3ccccc3CN3CCCC3)CC2)cc1C	u	0.1%	u
C=CCn1cnc2c(c1=O)c1nc3ccccc3nc1n2/N=C/c1ccccn1	20.6µM*	1.0%	16.4µM*
CCOc1ccc(CC(=O)NCc2ccc3c(c2)CCN3C(C)=O)cc1OCC	-3.3%	-3.4%	4.8%
O=S1(=O)CCN(Cc2ccccn2)CC1	4.9%	2.5%	1.9%
Cc1cc(=O)[nH]c2nnc(SCc3cccc(F)c3)n12	-5.9%	2.6%	6.4%
Cc1ccc(-c2n[nH]c(=O)c3ccccc23)c(C)c1	-25.3%	x	u
CCCCN(C(=O)CSCC(=O)Nc1cccc(C)c1)c1c(N)n(CCCC)c(=O)[nH]c1=O	-24.8%	-4.0%	11.8%
Cc1ccc(-c2nc(N)c3c(-c4ccc(C)cc4)nn(C(C)(C)C)c3n2)cc1	-29.7%	-3.1%	u
O=C(CN1CCCC1)Nc1c(C(=O)C2CC2)oc2ccccc12	-24.5%	6.8%	-1.3%
COC(=O)c1ccc(NCCc2csc(-c3ccc(C)cc3)n2)c([N+](=O)[O-])c1	-10.6%	2.6%	-12.0%
O=C(O)c1ccc(Cn2cc(Cl)cn2)cc1	-4.4%	7.3%	4.0%
CC(C)(CNC(=O)c1sc2cc(F)ccc2c1Cl)N1CCOCC1	u	1.8%	u
COc1ccc(OCC(=O)N2CCN(C(=O)c3ccccc3)CC2)cc1	-1.9%	9.5%	-0.2%
CCOc1ccc(C(=O)Nc2cccc3ncccc23)cc1Br	-21.2%	-0.6%	u
Cc1ccc2c(c1)Cc1c(nc(-c3ccc(Cl)cc3)nc1SCC(=O)N1CCCCC1)O2	u	1.3%	-4.8%
COC(=O)N1CCCCC1c1cc(C(=O)Nc2ccc3c(c2)OCO3)no1 (stereo not given)	-25.4%	x	-0.5%
Cc1cc(-c2[nH]nc3c2C(c2ccc(Cl)cc2)C(C#N)=C(N)O3)c(C)s1 (stereo not given)	-1.6%	13.2%[56.1 µM]	-20.7%
O=C(NCC1CCCO1)c1ccc2c(c1)C(=O)N(c1cccc([N+](=O)[O-])c1)C2=O (stereo not given)	-16.4%	3.3%[0.0935 µM]	-10.3%
O=C(CCN1C(=O)/C(=C\c2ccco2)SC1=S)Nc1ccc(C(=O)O)c(O)c1	6.3%	x	12.1%
NC(=O)c1ccccc1NC(=O)CN1c2ccccc2S(=O)(=O)c2ccccc21	6.8%	5.8%	-28.5%
Cc1cc(C(=O)OCn2nnc3ccccc3c2=O)c(C)o1	-16.7%	2.9%	-11.3%
Cc1ccc(S(=O)(=O)Nc2ccccc2[N+](=O)[O-])cc1	-15.3%	x	17.8%
COc1ccc(N2CCN(C(=O)c3cc4c(-c5ccc(Cl)cc5)nn(C)c4s3)CC2)cc1	16.4µM*	7.8%	u
Cc1ccc(CSCCNC(=O)c2ccc(NS(C)(=O)=O)cc2)cc1	-23.7%	3.7%	-23.5%
CCOc1ccc(N2CC(NC(=O)c3ccc(Cl)cc3)CC2=O)cc1 (stereo not given)	u	-2.6%	u
CCOC(=O)C1CCN(C(=O)Cn2nc(C)n3c(cc4cc(C)ccc43)c2=O)CC1	u	-0.8%&-2.0%	u
COc1ccccc1NC(=O)C1=C(C)Nc2nc(-c3cccs3)nn2C1c1cccnc1 (stereo not given)	-7.8%	2.5%	u
COc1ccc(C(=O)N2CCCC(c3cc(C(=O)NCc4ccccc4)no3)C2)cc1 (stereo not given)	u	x	u
CCOc1ccc(OCC(=O)OCC(=O)Nc2ccc3[nH]c(=O)[nH]c3c2)cc1	-1.6%	-6.0%[0.505 µM]	0.1%
Cc1ccc2nsnc2c1S(=O)(=O)Nc1ccccc1C(=O)O	-2.8%	x	3.6%
CCCCN1C(=O)C(CC(=O)NCc2cccc3ccccc23)CC(C(=O)N2CCCCCC2)=C1C (stereo not given)	u	x	u
CCCCOc1ccc(S(=O)(=O)N2CCN(C)CC2)cc1	-11.3%	x	-11.8%
CCN(CC)c1ccc(NC(=O)CCc2nnc3ccc(N4CCCCC4)nn23)c(C)c1	u	x	u
O=C(O)C1CC(O)CN1c1nc(Cl)ccc1[N+](=O)[O-] (stereo not given)	-7.5%	2.7%	1.7%
Cc1cccc(NC(=O)CSc2nnc(-c3ccc(S(=O)(=O)N4CCCC4)cc3)o2)c1	-5.1%	5.8%	0.7%
COc1ccc(-c2ccccc2)c2oc(-c3ccco3)cc(=O)c12	u	x	-17.1%
O=C(CSC1=Nc2ccccc2N=C(c2ccc(F)cc2)C1)NCc1ccccc1	18.4µM*	1.8%	u
Cc1cccc[n+]1CC(=O)c1ccc(NC(=O)c2ccccc2)cc1	u	x	u
Cc1ccc([N+](=O)[O-])c(OCCCN2C(=O)NC(C)(C)C2=O)c1	2.8%	5.1%	-9.1%
O=C(c1cnccn1)N1CCC2(CC1)CN(Cc1nccs1)C2	-18.6%	x	2.9%
CCSc1nnc(NC(=O)C2Cc3ccccc3CN2C(=O)c2ccco2)s1 (stereo not given)	-19.7%	0.0%	-4.0%
CCCn1cc(SCC(=O)Nc2nnc(C)s2)c2ccccc21	u	4.1%	u
CCCCCN(C(=O)CCC(=O)OCC(=O)NCCc1ccccc1)c1c(N)n(CCCC)c(=O)[nH]c1=O	-22.7%	x	-22.2%
Cc1ccccc1Nc1ncc(C#N)c(N)n1	-2.8%	1.4%	4.4%
CN(C)c1ccc(CNc2ncn[nH]2)cc1	1.8%	9.9%	-0.2%
COc1ccc(Cc2ccc(OC)c(N)c2)cc1N	-14.6%	6.0%	u
Cc1ccc2c(c1)C1CC(C)(O2)N(c2cccc(C(=O)N3CCN(c4ccccn4)CC3)c2)C(=O)N1 (stereo not given)	u	5.6%	u
CCCCN(CCCC)Cc1cc(=O)oc2ccc3ccccc3c12	16.4µM*	x	u
COc1cccc(CNC(=O)c2cc3c(s2)-c2c(C)cccc2OC3)c1	u	-6.8%	u
N#CCCn1c(O)c(N=NC(=O)CNC(=O)c2cccs2)c2ccccc21	-14.1%	-10.6%	-13.9%
CS(=O)(=O)N1CCCCC1c1cc(C(=O)Nc2cccc(C#N)c2)no1 (stereo not given)	-16.2%	x	-17.0%
Cc1ccc2nc(-c3ccc(F)cc3)nc(SCC(=O)NCC3CCCO3)c2c1 (stereo not given)	-14.7%	1.5%	-18.6%
O=C(O)c1ccc(NC(=S)N2CCCCC2)cc1	5.1%	2.6%	17.5%
O=[N+]([O-])c1ccccc1/C=C/C=N/n1c(-c2ccco2)n[nH]c1=S	-13.2%	0.0%	14.1%
Cc1nc2ncnn2c(C)c1Cc1ccc(Cl)cc1	u	2.9%	-17.0%
CC1(C(=O)NS(=O)(=O)c2ccc(Cl)cc2)CCN1C(=O)C1CCCCC1 (stereo not given)	10.7%	x	15.2%
CCOc1ccc(-c2nc(C#N)c(NCC3CCCO3)o2)cc1 (stereo not given)	-30.0%	2.8%	-28.3%

# Continued:
mol	DT40 TDP1 no CPT	TDP1 inh	DT40 TDP1 CPT
O=C(/C=C/c1cccc(Cl)c1)N1CCC(Cc2ccccc2)CC1	u	-4.5%	-11.5%
CC(=O)c1cccc(Nc2ncnc3ccc(Br)cc23)c1	20.6µM*	x	16.4µM*
CCCCN(C(=O)CSc1nnc(-c2ccc(OC)cc2)n1CC)c1c(N)n(Cc2ccccc2)c(=O)[nH]c1=O	-19.2%	-1.2%	-3.8%
S=c1[nH]nc(-c2cccc(Br)c2)o1	-3.5%	7.8%	-18.4%
O=C(/C=C/c1ccco1)N(Cc1ccc(Cl)cc1)C1CCS(=O)(=O)C1 (stereo not given)	u	-1.2%	u
CN(CC(=O)Nc1cccc(F)c1)C(=O)c1cn(-c2ccccc2)nc1-c1cccs1	13µM*	x	u
CCc1nc2c(OCc3ccc4c(c3)OCO4)cccn2c1N(C=O)Cc1ccccc1	u	x	u
Cn1c(C(=O)OC(C(=O)NC2CCCC2)c2cccnc2)cc2sccc21 (stereo not given)	-21.3%	0.0%	-23.3%
CC(C)=CC1C(CO)C1(C)C (stereo not given)	8.7%	11.7%[56.1 µM]	4.0%
O=C(CC1Oc2ccccc2NC1=O)NCCCN1CCN(C2CCCCC2)CC1 (stereo not given)	-10.2%	x	-0.6%
Cc1cc(C)n2c(nc3ccccc32)c1C(=O)NCc1ccccc1	-2.5%	2.5%	-0.2%
Cc1ccc2c(c1)c1c(c(=O)n(Cc3ccccc3)c(=O)n1Cc1cccc(C(F)(F)F)c1)n2C	-28.5%	0.0%	u
Cc1cc(C)cc(N(CCC#N)C(=O)COC(=O)C2=COCCO2)c1	-0.1%	0.2%	-0.7%
CSc1nc(N)nc2c1ncn2CC(=O)N[C@H](CO)Cc1c[nH]c2ccccc12	u	-1.3%	-21.6%
Cc1cc(N2CCOCC2)nc(SCC(=O)c2ccc(Cl)cc2)n1	u	5.2%	16.4µM*
CC(NS(=O)(=O)c1ccccc1)C1COc2ccccc2O1 (stereo not given)	-21.8%	4.7%	-17.5%
CCOc1ccc(C(=O)Nc2c(C(=O)c3ccccc3)oc3ccccc23)cc1	-1.1%	1.1%	-16.3%
O=C(c1ccco1)N1CCN(c2nc3ccccc3n3nnnc23)CC1	u	-2.6%	u
CC(=O)Nc1ccc(S(=O)(=O)Nc2cccc(-c3cn4cccnc4n3)c2)cc1	-9.7%	-5.4%	-23.1%
N#CCCN1CCN(S(=O)(=O)c2ccc3c(c2)OCCCO3)CC1	-4.0%	-0.9%	-2.1%
Cc1ccc(Nc2c3c(nc4nncn24)CCC3)cc1	-27.3%	7.0%	-8.0%
Cc1ccc(S(=O)(=O)Oc2cccc(/C=N/Nc3ccc(C(=O)O)cc3)c2)cc1	-26.1%	6.2%	-28.5%
Cc1ccc(SCCC(=O)OC(C)C(=O)Nc2ccccc2)cc1 (stereo not given)	u	-6.5%[0.505 µM]	u
CCOc1ccc(NC(=O)C2CCCCN2S(=O)(=O)c2ccccc2)cc1 (stereo not given)	u	1.5%	u
O=C(N1CCCCC1)N1CCN(S(=O)(=O)c2ccccc2)CC1	10.1%	-3.1%	-19.1%
CCOc1ccc(-n2ccnc(SCC(=O)Nc3cccc(OC)c3)c2=O)cc1	u	x	u
O=C(CN1C(=O)c2ccccc2S1(=O)=O)Nc1cc(S(=O)(=O)N2CCOCC2)ccc1N1CCOCC1	-5.9%	2.8%	-3.9%
CCCc1cc(=O)oc2cc(C)c3c(C)coc3c12	-14.9%	0.0%	-26.6%
COc1ccccc1C(=O)Nc1nc(-c2ccc(S(=O)(=O)N3CCOCC3)cc2)cs1	2.31µM*	3.9%	2.59µM*
CCCNS(=O)(=O)c1ccc(CCC(=O)N2CCN(c3ccc(F)cc3)CC2)cc1	u	0.6%	u
O=C(CCN1CCC2CCC(C2)C1)c1ccccc1 (stereo not given)	2.59µM*	x	2.59µM*
Cc1ccc(NC(=O)Cn2c(=O)n(CCCC(=O)NCc3ccc4c(c3)OCO4)c(=O)c3ccccc32)cc1	u	-0.9%	u
COc1cc(/C=C(\C#N)C(=O)NCc2ccccc2)ccc1OCc1ccc(C(=O)O)cc1	u	0.0%	u
Cc1cc2ccccc2n1CCNC(=O)c1ccc(S(=O)(=O)N2CCOCC2)cc1	-17.8%	7.1%	u
COCCN(Cc1cc2ccccc2[nH]c1=O)C(=O)c1ccccc1OC	-5.3%	2.1%	2.0%

# Part of the list above in order of molar mass, falling.
mol	DT40 TDP1 no CPT	TDP1 inh	DT40 TDP1 CPT
Cc1ccc(S(=O)(=O)Oc2cccc(/C=N/Nc3ccc(C(=O)O)cc3)c2)cc1	-26.1%	6.2%	-28.5%
CCOc1ccc(NC(=O)C2CCCCN2S(=O)(=O)c2ccccc2)cc1 (stereo not given)	u	1.5%	u
COCCN(Cc1cc2ccccc2[nH]c1=O)C(=O)c1ccccc1OC	-5.3%	2.1%	2.0%
